# Screening results from PubChem BioAssay.
# USP2a inh – inhibitors of human ubiquitin-specific protease USP2a. USP2 core, Ub-CHOP2 coupled fluorogenic reporter, 485/531. Potency, µM (top dose mostly 38.3 µM), for inactives: at the highest dose activity change, negative = inhibition, actives largely listed as inhibitors. O75604. AID 463254. hit rate 0.01% among 330,000;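 note: potency is the fitted concentration of half-maximal effect; plate controls were DMSO wells for no effect and full inhibition by NEM control for full effect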
#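 USP2 core (10nM final) preincubated 30min RT with compound in 20mM Tris-HCl pH 8.0, 2mM CaCl2, 2mM beta-mercaptoethanol, 0.05% CHAPS; 25nM Ub-CHOP2 plus 25nM reporter substrate added, fluorescence (Ex485/Em531) read after 60min.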
# TSHR antagonist – antagonists of human thyroid stimulating hormone receptor; AID 504810; P16473; hit rate 0.2% among 330,000; activity change, negative = inhibition, % at 11.5 µM; TSHR-expressing cells, TSH-stimulated cAMP HTRF, 2 h; stronger effect = lower value;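 active = activity change below a set negative limit, meaning inhibition stronger than a set level, cut at about -70% in these data; inconclusive = activity change between two set negative limits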; note: % is set by controls: 0 for no effect and ±100 for the full control effect
#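 Read-out is FRET at 665 nm (cryptate excitation 337 nm) from a cryptate-tagged anti-cAMP antibody, competed by cell cAMP against cAMP-d2. Compounds are tested on freshly harvested TSHR cells challenged with 4nM TSH (EC80) for 2 hours at 37 deg C.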
# uPA surface inh – inhibitors of cell surface uPA generation; cell surface uPA generation assay, qHTS; Potency, µM (top dose mostly 38.3 µM), for the others: at the highest dose activity change, negative = inhibition, hits mostly inhibitors; hit rate 0.31% among 330,000; AID 540303; active = well fitted inhibition curve with a large enough effect; inconclusive = small, poorly fitted or top-dose-only effect; inactive = no such curve, though single readings can be large or run the other way; tested in mouse RAW 264.7 cells; note: potency is the fitted concentration of half-maximal effect; % is set by controls: 0 for no effect and ±100 for the full control effect; nearly all actives have a fitted effect of over 55% in size
# B2AR arrestin – recruits beta-arrestin to the human beta2-adrenergic receptor; P07550; beta-arrestin recruitment to beta2AR, cell-based reporter; Potency, µM (doses to about 46.1 µM), inactives show at the highest dose activation, usual class: activators; hit rate 0.02% among 330,000; AID 492947;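 note: potency is the fitted concentration of half-maximal effect; 0% = DMSO controls and full agonism = EC100 isoproterenol or metaproterenol; nearly all actives have a fitted effect of over 65% in size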
# Target sequence (P07550 whole entry, looked up): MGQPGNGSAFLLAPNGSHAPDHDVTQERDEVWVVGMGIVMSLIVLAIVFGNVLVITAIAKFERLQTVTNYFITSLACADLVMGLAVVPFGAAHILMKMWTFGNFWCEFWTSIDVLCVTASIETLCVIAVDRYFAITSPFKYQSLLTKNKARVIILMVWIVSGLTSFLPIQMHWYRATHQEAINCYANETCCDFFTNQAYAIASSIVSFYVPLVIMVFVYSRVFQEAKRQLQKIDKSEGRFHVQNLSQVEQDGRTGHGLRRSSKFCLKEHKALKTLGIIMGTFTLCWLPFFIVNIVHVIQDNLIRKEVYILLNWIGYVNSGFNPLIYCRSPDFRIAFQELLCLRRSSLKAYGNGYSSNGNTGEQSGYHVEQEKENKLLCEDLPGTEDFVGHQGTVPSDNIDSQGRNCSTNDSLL
# Mito fusion act – mitochondrial division inhibition or fusion activation; AID 485298; hit rate 0.23% among 320,000; Potency, µM (doses to about 46.1 µM), without a hit: at the top dose growth rescue (activation), hits mostly activators; S. cerevisiae fusion-defective mutant growth rescue, CellTiterGlo 48 h;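 note: potency is the fitted concentration of half-maximal effect; % of control where 0% means no effect; nearly all actives have a fitted effect of over 45% in size; temperature-sensitive fusion mutants such as fzo1-1 at 37 °C on non-fermentable ethanol glycerol medium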
#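 Yeast fusion mutant, YPEG (non-fermentable carbon), compound, 48 h at 37C non-permissive; CellTiterGlo added, 10 min RT, luminescence read. Rescued growth = division inhibition.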
# BCR signal inh – inhibitors of chronic active B-cell receptor signaling | ABC-DLBCL IkBa-CBG/CBR reporter, luminescence ratio, 4 h | Potency, µM (doses to about 46.1 µM), without a hit: at the top dose ratio change, negative = lower green/red ratio, actives largely listed as inhibitors | hit rate 0.05% among 340,000; active = well fitted inhibition curve with a large enough effect in the signal ratio, with a control signal flat, not every such curve was filed as active; inconclusive = small, poorly fitted or top-dose-only effect, or effect the other way, or a change in a side signal; the % refers to the signal ratio;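 note: potency is the fitted concentration of half-maximal effect; plate controls were basal doxycycline-induced cells for no effect and cells given 10 µM MG132 for full effect; MG132 reads +100%, hits lower the ratio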
#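 Cell line TMD8 (human ABC DLBCL), stably expressing tet-inducible CBG68-IkBa fusion and CBR; IMDM/0.5% FBS; cpd up to 46 uM; dox induction, 4 h, 37C/5% CO2; dual luminescence; green/red ratio; MG132 control.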
# TCR activator – T cell receptor activation. Potency, µM (top dose mostly 9.22 µM), inactives show at the highest dose activation of IL-2 secretion, most hits filed as activators. 330,000 tested, under 10 active. primary human leukocytes, anti-CD3, IL-2 HTRF, 48 h; note: % of control where 0% means no effect
#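 IL-2 release read by HTRF sandwich (Eu cryptate donor, d2 acceptor, 665 nm emission) after 48 hr exposure of primary human leukocytes to compound together with anti-CD3 beads in the absence of co-stimulatory signals.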
# Eya2 inh – inhibitors of human Eya2 phosphatase activity; Potency, µM (highest dose often 76.9 µM), inactives show top-dose activity, negative = inhibition, usual class: inhibitors; AID 488837; recombinant Eya2, OMFP fluorescence dephosphorylation (OMFP is methylfluorescein phosphate); O00167; hit rate 0.006% among 330,000; note: potency is the fitted concentration of half-maximal effect; % is set by controls: 0 for no effect and ±100 for the full control effect
#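 Eya2 (0.2 uM) preincubated 10 min at ambient with compound, then OMFP substrate added at 50 uM; 10 min reaction in 50 mM HEPES pH 7.5, 50 mM NaCl, 5 uM MgCl2, 0.05% BSA, 1 mM DTT. Fluorescence read at Ex 485/Em 525 nm.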
# ELG1 repair inh – ELG1-dependent DNA repair inhibition; Potency, µM (series often up to 46.1 µM), inactives show at the highest dose activity change, negative = inhibition, usual class: inhibitors; HEK293T ELG1-luciferase reporter, luminescence, 16 h; DNA damage induced by 5-fluorouridine; hit rate 2.3% among 330,000; note: potency is the fitted concentration of half-maximal effect; % is set by controls: 0 for no effect and ±100 for the full control effect; nearly all actives have a fitted effect of over 55% in size
#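 Overnight (16 hr) co-exposure of 2,000 cells/well to 5-fluorouridine and compound at 37 °C preceded detection. Luciferase was quantified via ONE-Glo luminescence; loss of signal denotes inhibition.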
# Tb PFK block – blocks T. brucei phosphofructokinase; O15648; T. brucei PFK, ADP-Glo luminescence; Potency, µM (titrated, usually from 57.5 µM), inactives show at the highest dose activity, negative = inhibition, most hits filed as inhibitors; hit rate 0.17% among 330,000; AID 485367;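 note: potency is the fitted concentration of half-maximal effect; 0% = uninhibited 1x PFK enzyme wells and -100% = no-enzyme wells; nearly all actives have a fitted effect of over 60% in size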
# Target sequence (O15648 whole entry, looked up): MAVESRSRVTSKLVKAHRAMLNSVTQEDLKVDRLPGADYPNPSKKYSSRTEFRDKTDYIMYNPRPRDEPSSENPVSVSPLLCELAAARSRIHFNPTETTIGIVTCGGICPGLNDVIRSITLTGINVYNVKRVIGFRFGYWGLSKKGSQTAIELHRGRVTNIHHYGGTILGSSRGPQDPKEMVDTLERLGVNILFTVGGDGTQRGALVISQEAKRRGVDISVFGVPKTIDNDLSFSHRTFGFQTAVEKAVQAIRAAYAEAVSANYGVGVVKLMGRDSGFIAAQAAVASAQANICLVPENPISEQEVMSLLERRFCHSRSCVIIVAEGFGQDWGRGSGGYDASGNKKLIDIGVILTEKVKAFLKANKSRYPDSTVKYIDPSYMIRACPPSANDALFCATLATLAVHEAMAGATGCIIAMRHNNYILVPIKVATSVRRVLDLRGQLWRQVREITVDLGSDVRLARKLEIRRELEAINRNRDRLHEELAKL
#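 1.25 nM PFK with 0.5 mM F6P and 0.1 mM ATP in 0.1 M TEA pH 8.0, 5 mM MgCl2, incubated 45 min at room temperature; ADP measured by ADP-Glo luminescence; compounds titrated up to 57 uM.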
# PTAP TSG101 blk – blocks PTAP/TSG101 interaction to inhibit HIV-1 budding. Q99816. Fluorescence polarization, FITC-PTAP peptide / Tsg101 binding. Potency, µM (titrated, usually from 115 µM), inactives show at the highest dose activity change, negative = inhibition, actives largely listed as inhibitors. 340,000 tested, under 10 active; active = well fitted inhibition curve with a large enough effect in the main read-out, with a control signal flat, not every such curve was filed as active; inconclusive = small, poorly fitted or top-dose-only effect, or effect the other way, or a change in a side signal; inactive = no such curve, though single readings can be large or run the other way; note: potency is the fitted concentration of half-maximal effect; % of control where 0% means no effect
#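 Fluorescence polarization binding of Tsg101 binding domain (10 uM final) to FITC-labeled PTAP peptide (50 nM final) in HEPES pH 7.5 buffer with NaCl, Tween 20, EDTA, TCEP. Compounds added before peptide; binding 20 min at RT.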
# Numbers without * were called inactive; ? = inconclusive; · = not tested or not shown; & = joins results of further samples; [ ] = remark or other dose. Unless noted, calls come from the whole dose curve; as a rule, active = well fitted curve in the direction sought with a large enough effect; inconclusive = small, poorly fitted or top-dose-only effect, or another doubt; inactive = no such curve, though single readings can be large; an effect the other way counts as inactive or inconclusive.
SMILES,USP2a inh,TSHR antagonist,uPA surface inh,B2AR arrestin,Mito fusion act,BCR signal inh,TCR activator,Eya2 inh,ELG1 repair inh,Tb PFK block,PTAP TSG101 blk
O=C(O)C1C2C=CC(C2)C1C(=O)Nc1cccc(C(=O)N2CCCCC2)c1 (configuration not stated),-5%,0,0%,-0.8%,1%,?,3%,3%,4%,-2%,-7%
Cc1ccccc1C(=O)NCC(c1ccco1)N1CCc2ccccc21 (configuration not stated),1%,22,1%,-0.5%,23%,1%,-2%,-12%,?,8%,-3%
Cc1cc(C(C)C)n2c(nc3ccccc32)c1C#N,5%,-8,·,0.0%,27%,11%,·,16%,-6%,-3%,·
C[C@@]12CCC[C@@](C)(C(=O)O)C1CC[C@@]13C[C@@H](NCc4ccccc4)[C@@](C)(CCC12)C3 (some centres not stated),-1%,-3,17%,0.1%,4%,-5%,5%,-22%,20%,1%,-2%
CC(CNC(=O)c1ccc(NC2=NC3CS(=O)(=O)CC3S2)cc1)c1ccccc1 (configuration not stated),1%,-2,6%,0.2%,1%,-22%,-7%,5%,4%,5%,-1%
Cc1ccc2c(c1)CCCN2CC(=O)Nc1cc(S(=O)(=O)N2CCCC2)ccc1Cl,-1%,0,-18%,-0.1%,18%,0%,·,-9%,2%,0%,-1%
CCOC(=O)c1c(C)[nH]c(C(=O)CN2C(=O)NC(CC)(c3ccccc3)C2=O)c1C (configuration not stated),-9%,16,-2%,-0.3%,3%,?,-3%,6%[15.4 µM],16µM*,-2%,-1%
CCC(C(=O)NC1CCCCC1)N(C(=O)c1snc(C(N)=O)c1N)c1ccc(OC)cc1OC (configuration not stated),0%,-5,-9%,-0.2%,1%,?,6%,-9%,-3%,-1%,-2%
Cc1ccc(-n2nc3cc(C)c(NC(=O)c4cccnc4)cc3n2)cc1,4%,-5,3%,2.5%,-3%,-8%,-6%[46.1 µM],-1%,?,0%,-1%
O=C(CN1CCN(CC(=O)Nc2ccccc2Cl)CC1)Nc1ccc2c(c1)OCCO2,-2%,2,5%,-1.0%,0%,?,-4%,1%,?,2%,-6%
Cc1ccc(C(=O)OCc2nnc(-c3ccccc3)o2)cc1S(=O)(=O)N1CCOCC1,1%,0,10%,0.1%,5%,9%,1%,-24%,7%,-13%,-8%
O=C(Cc1ccc(F)cc1)Nc1nnc(SCC(=O)NC2CCCC2)s1,0%,16,-5%,0.2%,-2%,7%,0%,0%,-4%,1%,2%
COc1ccc(CN(CCN(C)C)Cc2ccccc2)c(OC)c1,1%,7,-4%,0.5%,-4%,3%,-16%,9%,-8%,-1%,-3%
O=C(CSS(=O)(=O)O)N1CCN(C(=O)c2ccoc2)CC1,4%,12,-3%,-0.2%,-4%,10%,4%,-1%,3%,-4%,-4%
COc1ccc(C(=O)COC(=O)Cc2n[nH]c(=O)c3ccccc23)c(OC)c1,0%,·,-7%,-0.2%,-4%,-3%,4%,-24%,-2%,-1%,-3%
Cc1cccc(C(=O)N[C@H](C(=O)Nc2cccc(S(=O)(=O)N3CCCC3)c2)C(C)C)c1,0%,3,-1%,-1.0%,-1%,?,2%,-12%,-19%,0%,3%
CCOC(=O)c1cc(S(=O)(=O)N2CCN(C(=O)OCC)CC2)cn1C,2%,25,-3%,0.3%,-1%,3%,-1%,6%,14%,-5%,-2%
Cc1cc(OCC(=O)NNC(=O)CCc2ccccc2)ccc1Br,1%,9,1%,-0.5%,1%,9%,-1%,-19%,5%,-1%,-2%
O=[N+]([O-])c1ccc(-c2csc(Nc3ccccc3)[n+]2Cc2ccccc2)cc1,0%,26,-2%,0.5%,1%,?,2%[46.1 µM],-3%,?,8%,0%
Cc1cc(C)c(C#N)c(N2CCCC2)n1,0%,1,-2%,-0.2%,-3%,-2%,-1%,-11%,8%,-2%,-7%
Cc1ccc(C23CC4CC(CC(C(=O)NCC(=O)O)(C4)C2)C3)cc1,0%,-6,-12%,0.0%,-3%,0%,2%,-6%,7%,-8%,-2%
CCOC(=O)CN1C(=O)S/C(=C/C=C/c2ccc(N(C)C)cc2)C1=O,0%,-4,-12%,0.4%,0%,-3%,3%[46.1 µM],10%,?,3%,18%
FC(F)(F)c1cc(CCN2CCNC[C@H]2Cc2cccc3ccccc23)cc(C(F)(F)F)c1,0%,-12,-7%,-0.1%,-30%[inhibitor],-15%,0%,-27%,?,-1%,-1%
Cn1c(=O)c2c(nc3n2CC(COc2ccc(Cl)cc2)O3)n(C)c1=O (configuration not stated),7%,-3,-9%,0.2%,3%,-6%,-5%,-2%,?,1%,-3%
CSc1nsc(SC)c1NC(=O)Nc1ccccn1,-1%,-9,·,-0.2%,-1%,-2%,0%,0%,-10%,0%,-11%
CCOC(=O)C1CCCN(C(=O)c2ccc(NC(=O)CC3SC(N4CCCC4)=NC3=O)cc2)C1 (configuration not stated),1%,8,-1%,-0.5%,-3%,1%,-5%,-25%,6%,0%,-4%
COc1ccc(NC(=O)CC2C(=O)N(c3ccccc3)C(=O)N2CCc2cccs2)cc1 (configuration not stated),4%,3,4%,2.8%,4%,-1%,0%[46.1 µM],-18%,-20%,-1%,0%
COc1ccccc1CN1C(=O)CN(C2CCCCCC2)C(=O)C1c1ccc(F)cc1 (configuration not stated),-1%,46,·,-0.7%,6%,-2%&4%,4%,4%,?,2%,-6%
O=C(COC(=O)CSc1ccc([N+](=O)[O-])cc1)NCCc1ccccc1,0%,3,0%,0.0%,3%,0%,-2%,-2%,16%,1%,0%
O=C(Nc1nc2c(s1)CCc1ccccc1-2)c1cccs1,-2%,-33,1%,-1.2%,-9%,?,0%,-7%,?,2%,-7%
CCOc1ccc2cc(S(=O)(=O)N3CCCCC3)ccc2c1,4%,-4,0%,0.1%,7%,6%,0%,-9%,4%,5%,-2%
CC(=O)CCc1oc2ccc(NC(C)=O)cc2c1-c1ccc(C)o1,0%,-3,4%,-0.3%,2%,1%,4%,-11%,?,-5%,-2%
CCOC(=O)N1CCN(C(=O)C2CCCN(S(=O)(=O)c3ccc(C)cc3)C2)CC1 (configuration not stated),1%,-1,·,0.0%,-1%,6%,3%,-25%,-7%,-3%,-9%
CCCNC(=O)NC1CCCc2ccccc21 (configuration not stated),5%,4,?,-0.2%,-1%,0%,-2%,1%,?,0%,-11%
COc1cc([C@@H]2OC[C@@H]3[C@H]2CO[C@@H]3c2ccc3c(c2)OCO3)ccc1O,0%,3,0%,-2.3%,·,-3%,-4%,10%,0%,5%,-2%
Cn1c(NC(=O)/C=C/c2ccccc2)cc(=O)n(C)c1=O,-1%,27,-2%,-0.6%,13%,?,3%[46.1 µM],5%,?,-9%,0%
CCOC(=O)c1ccc(Oc2cc(C)nc(Cl)n2)cc1,0%,-4,0%,-0.1%,0%,-12%,-1%,-2%,?,-1%,-5%
COCCN(C(=S)Nc1cccc(C)c1)C(C)c1cccs1 (configuration not stated),3%,2,-2%,-0.2%,21%,0%,0%[46.1 µM],0%,5%,-8%,1%
C=CCn1c(SCC(=O)Nc2cccnc2Cl)nnc1-c1ccc(C(C)(C)C)cc1,0%,4,6%,-0.5%,15%,-5%,1%[46.1 µM],-13%,?,0%,-4%
Cc1ccc(COc2ccc(C(=O)NN)cc2)cc1,2%,-5,20%,-0.1%,3%,3%,0%,-3%,?,-1%,2%
O=C(Cc1sc(-c2ccccc2Cl)nc1-c1ccccc1)Nc1ccccc1,-1%,0,7%,-0.5%,-1%,5%,3%,3%,10%,0%,-1%
Cc1sc2ncnc(N3CCC(C(=O)Nc4nnc(SCc5ccccc5F)s4)CC3)c2c1C,3%,-2,2%,-0.2%,26%,6%,0%,34%,12%,-5%,0%
Cc1c(NC(=O)c2cc(-c3ccco3)on2)c(=O)n(-c2ccccc2)n1C,1%,0,·,0.4%,2%,22%,2%,-10%,-10%,1%,3%
Cn1c(N2CCOCC2)c(C=O)c2ccccc21,3%,-2,-4%,-0.9%,-10%,-3%,2%,7%,3%,3%,-6%
